Bioassay records from PubChem BioAssay.
NCI-60 one-dose screen, 48 h, at 10 µM unless noted. Numbers give growth in % (100 = growth as untreated, 0 = no growth, -100 = all killed).
DU-145: DU-145 prostate cancer; 81,000 compounds, 4.2% hits; AID 1794760
SK-OV-3: SK-OV-3 ovarian cancer cells. 80,000 compounds, 3.2% hits. AID 1794785
OVCAR-5: OVCAR-5 ovarian cancer; 82,000 compounds, 2.9% hits; AID 1794783
SF-268: SF-268 CNS cancer cells; 82,000 compounds, 3.1% hits
U251: U251 CNS tumor cells; 80,000 compounds, 5.4% hits
PC-3: PC-3 prostate cancer cells. 80,000 compounds, 3.9% hits. AID 1794754
OVCAR-8: OVCAR-8 ovarian cancer; 81,000 compounds, 4.4% hits; AID 1794782
OVCAR-3: OVCAR-3 ovarian cancer; 79,000 compounds, 7% hits; AID 1794787
OVCAR-4: OVCAR-4 ovarian cancer cells; 80,000 compounds, 3.7% hits
* marks the source's active call; other numbers are inactive results; & = joins results of further samples. The calls were made as follows: active = growth percent below 10; inactive = the rest. The order is random; 9.5% or so of the library scored in one or more.

`CC(C)[C@@]12C[C@@H](OC(=O)[C@H]3CO3)[C@@](C)(O1)[C@@H]1CC[C@@H](C)[C@H]1[C@@H]2OC(=O)/C=C/c1ccccc1` gave DU-145 101.7, SK-OV-3 76.5, OVCAR-5 100.2, SF-268 54.8, U251 67.8, PC-3 60.7, OVCAR-8 11.1, OVCAR-3 87.0 and OVCAR-4 92.0.
Screening Cc1cc(C)n2[nH]c(=O)cc2n1 returned DU-145 111.4, SK-OV-3 100.8, OVCAR-5 111.1, SF-268 109.0, U251 98.7, PC-3 95.2, OVCAR-8 100.5 and OVCAR-3 110.2.
COc1ccc2occ(C3=C(c4cn(C)c5ccccc45)C(=O)NC3=O)c2c1 was read as DU-145 110.6, SK-OV-3 48.7, OVCAR-5 125.9, SF-268 78.0, U251 71.9, PC-3 91.4, OVCAR-8 77.6, OVCAR-3 78.3 and OVCAR-4 96.2.
`O=C1c2ccccc2-c2c1c1c3ccccc3n(CCN3CCCCC3)c1c1c3ccccc3n(CCN3CCCCC3)c21` gave DU-145 97.9, SK-OV-3 95.3, OVCAR-5 96.2, SF-268 94.8, U251 79.7, PC-3 73.4, OVCAR-8 80.4, OVCAR-3 97.2 and OVCAR-4 97.7.
NCc1nnc(CCC(=O)c2nc3ncccc3[nH]2)o1 was read as DU-145 108.2, SK-OV-3 102.6, OVCAR-5 104.5, SF-268 94.8, U251 93.5, PC-3 98.0, OVCAR-8 100.6, OVCAR-3 112.7 and OVCAR-4 103.3.
Screening CCOC(=O)/C(C#N)=C\c1c[nH]c2ccccc12 returned DU-145 111.5, SK-OV-3 96.2, OVCAR-5 110.7, SF-268 101.3, U251 98.1, PC-3 99.1, OVCAR-8 85.0, OVCAR-3 103.0 and OVCAR-4 86.8.
Cc1c2c(nn1C)CN(C(=O)Nc1nc(-c3cccnc3)ccc1N)C2 was read as DU-145 105.5, SK-OV-3 95.5, OVCAR-5 99.7, SF-268 107.3, U251 100.5, PC-3 92.1, OVCAR-8 93.6, OVCAR-3 106.7 and OVCAR-4 100.5.
Screening CCN1CCN(c2nc(NN3C(=O)c4cccc5cccc(c45)C3=O)nc(N3CCOCC3)n2)CC1 returned DU-145 107.9, SK-OV-3 114.8, OVCAR-5 102.1, SF-268 93.5, PC-3 99.8, OVCAR-8 104.1, OVCAR-3 112.1 and OVCAR-4 106.4.
`O=[N+]([O-])c1ccc2c(c1)S(=O)c1cc([N+](=O)[O-])ccc1N2` gave DU-145 115.8, SK-OV-3 103.0, OVCAR-5 95.3, SF-268 103.7, U251 104.5, PC-3 88.6, OVCAR-8 101.1, OVCAR-3 112.9 and OVCAR-4 100.3.
For NC(=O)CC1CCCCC1 the results were SK-OV-3 102.8, OVCAR-5 102.6, SF-268 105.1, U251 95.7, PC-3 92.9, OVCAR-8 103.6, OVCAR-3 111.2 and OVCAR-4 99.1.
`O=C(CSc1nc2ccccc2c(=O)n1-c1ccccc1)Nc1cccc(C(=O)/C=C/c2ccccc2Cl)c1` gave DU-145 105.2, SK-OV-3 114.6, OVCAR-5 108.2, SF-268 101.1, U251 97.7, PC-3 99.4, OVCAR-8 99.5 and OVCAR-4 101.6.
For CCN(Cc1cccc(S(=O)(=O)O)c1)c1ccc(C(=C2C=CC(=[N+](CC)Cc3cccc(S(=O)(=O)O)c3)C=C2)c2ccccc2Cl)cc1 the results were DU-145 109.0&117.9, SK-OV-3 106.7&110.7, OVCAR-5 96.3&99.6, SF-268 103.5&106.1, U251 105.6&105.7, PC-3 91.4&86.5, OVCAR-8 102.6&96.3, OVCAR-3 110.1 and OVCAR-4 101.3&104.9.
For CN(C)c1nc(N)nc(Nc2ccc(Br)cc2)c1N=O the results were DU-145 106.1, SK-OV-3 91.4, OVCAR-5 95.2, SF-268 88.1, U251 91.3, PC-3 85.9, OVCAR-8 96.2, OVCAR-3 102.1 and OVCAR-4 224.4.
COc1ccc(C(=O)CSc2nc3c([nH]2)c(=O)n(C)c(=O)n3C)c(F)c1 was read as DU-145 152.0, SK-OV-3 115.2, OVCAR-5 81.8, SF-268 109.9, U251 100.7, OVCAR-8 101.3, OVCAR-3 104.2 and OVCAR-4 109.6.
Cc1ccc(S(=O)(=O)n2[nH]c(=O)cc2N)cc1 was read as DU-145 112.3, OVCAR-5 95.1, SF-268 99.0, U251 93.0, PC-3 90.4, OVCAR-8 96.6, OVCAR-3 108.2 and OVCAR-4 100.6.
`CC(=O)c1ccc(NC(=O)CSc2nnc(C(C)c3ccc(CC(C)C)cc3)o2)cc1` (stereo not given) gave DU-145 96.9, SK-OV-3 94.3, OVCAR-5 102.3, SF-268 88.5, U251 95.4, PC-3 77.3, OVCAR-8 103.7, OVCAR-3 105.0 and OVCAR-4 103.2.
For Cl.[Pt].[c-]1ccccc1-c1ccccn1.c1ccc(P(c2ccccc2)C([PH+](c2ccccc2)c2ccccc2)[PH+](c2ccccc2)c2ccccc2)cc1 the results were DU-145 24.1, OVCAR-5 22.7, SF-268 27.6, U251 10.7, PC-3 9.5*, OVCAR-8 15.6, OVCAR-3 11.6 and OVCAR-4 21.3.
`Nc1nonc1-c1nc2ccccc2n1CCO` gave DU-145 112.8, SK-OV-3 93.1, OVCAR-5 99.5, SF-268 100.6, U251 98.4, PC-3 103.0, OVCAR-8 107.8, OVCAR-3 109.7 and OVCAR-4 117.2.
`COC(=O)[C@H](Cc1ccccc1)n1cc(COC(=O)c2cccc3c(=O)c4ccccc4[nH]c23)nn1` gave DU-145 105.8, SK-OV-3 97.6, OVCAR-5 98.0, SF-268 100.8, U251 100.2, PC-3 93.8, OVCAR-8 96.1, OVCAR-3 103.9 and OVCAR-4 84.6.
`C=C(CC[C@@H](C)[C@H]1CC[C@@]2(C)C3=C(C[C@H](O)[C@]12C)[C@@]1(C)CC[C@@H](OC(=O)C[C@@](C)(O)CC(=O)OC)C(C)(C)[C@@H]1CC3)[C@H](C)C(=O)O` gave DU-145 102.0, SK-OV-3 115.8, OVCAR-5 104.7, SF-268 86.1, U251 96.8, PC-3 64.3, OVCAR-8 96.7, OVCAR-3 109.3 and OVCAR-4 101.5.
Screening O=C(O)CNC(=O)C1(N2C(=O)c3ccccc3C2=O)CCCC1 returned DU-145 123.5, SK-OV-3 110.8, OVCAR-5 100.6, SF-268 116.2, U251 107.5, PC-3 103.6, OVCAR-8 103.8, OVCAR-3 138.6 and OVCAR-4 99.4.
Clc1ccc(NN(Cc2ccncc2)c2ccc(Cl)cc2)cc1 was read as DU-145 115.3, SK-OV-3 101.4, OVCAR-5 84.4, SF-268 85.9, U251 79.1, PC-3 69.8, OVCAR-8 79.1, OVCAR-3 114.5 and OVCAR-4 82.1.
`C(=N/N=C1c2ccccc2-c2ccccc21)/c1c[nH]c2ccccc12` gave DU-145 85.3, SK-OV-3 78.8, OVCAR-5 60.9, SF-268 80.6, U251 90.1, PC-3 78.8, OVCAR-8 92.8, OVCAR-3 92.4 and OVCAR-4 82.0.
For N#CC1=C(N)n2nc(-c3cccnc3)nc2NC1c1ccc(F)cc1 (stereo not given) the results were DU-145 103.2, SK-OV-3 123.0, OVCAR-5 91.5, SF-268 93.2, U251 98.5, PC-3 86.1, OVCAR-8 101.1, OVCAR-3 97.9 and OVCAR-4 96.4.
For COc1cc(C(F)(F)F)ccc1-c1cc(-c2ccc(F)cc2)n[nH]1 the results were DU-145 95.7, SK-OV-3 103.9, OVCAR-5 88.7, SF-268 100.5, U251 80.0, PC-3 76.0, OVCAR-8 84.7, OVCAR-3 91.9 and OVCAR-4 71.2.
`CC1(C)CN1C(=O)Nc1ccc(Cc2ccc(NC(=O)N3CC3(C)C)cc2)cc1` gave DU-145 115.3, SK-OV-3 103.4, OVCAR-5 110.8, SF-268 112.4, U251 101.2, PC-3 93.8, OVCAR-8 101.6 and OVCAR-3 106.9.
COc1ccc(NC(=O)CCn2c(=O)c3c(ncn3C)n(C)c2=O)cc1 was read as DU-145 110.4, SK-OV-3 98.4, OVCAR-5 103.8, SF-268 104.7, U251 95.2, PC-3 82.2, OVCAR-8 107.0, OVCAR-3 114.9 and OVCAR-4 107.2.
Screening CCN1C(=O)N(CC)C2C1NC(=S)N2/N=C/C=C/c1ccccc1OC (stereo not given) returned DU-145 9.9*, SK-OV-3 33.7, OVCAR-5 45.2, SF-268 26.7, U251 20.8, PC-3 25.2, OVCAR-8 14.8, OVCAR-3 16.6 and OVCAR-4 53.5.
`Cc1ccc(-c2cc(-c3cccc(OCC(=O)O)c3)[nH]c(=O)c2C#N)cc1` gave DU-145 106.6, SK-OV-3 121.3, OVCAR-5 104.2, SF-268 98.9, U251 107.7, PC-3 101.5, OVCAR-8 107.7, OVCAR-3 109.5 and OVCAR-4 99.9.
Screening Cc1cc2c(c(C)c1Cl)C(=O)/C(=C/c1cccc(Cl)c1)O2 returned DU-145 100.0, OVCAR-5 117.0, SF-268 91.4, U251 97.7, PC-3 103.9, OVCAR-8 101.9, OVCAR-3 111.7 and OVCAR-4 93.6.
For CC(=O)Oc1c(Cl)c(Cl)c([N+](=O)[O-])c(Cl)c1Cl the results were DU-145 116.5, SK-OV-3 102.2, OVCAR-5 98.9, SF-268 104.6, U251 99.2, PC-3 92.6, OVCAR-8 106.2 and OVCAR-3 109.6.
`Fc1ccc(-c2nnc(COc3ccc(Cl)cc3Cl)o2)cc1` gave DU-145 95.8, SK-OV-3 101.9, OVCAR-5 117.9, SF-268 95.0, U251 95.5, PC-3 94.3, OVCAR-8 91.9, OVCAR-3 101.1 and OVCAR-4 115.5.
For COc1ccc(C(Cc2ccccc2)NCCCCO)cc1 (stereo not given) the results were DU-145 105.2, SK-OV-3 80.3, OVCAR-5 67.0, SF-268 94.9, U251 95.8, PC-3 68.5, OVCAR-8 97.6, OVCAR-3 100.1 and OVCAR-4 100.2.
`O=C(Oc1ccc([N+](=O)[O-])cc1)c1ccc([N+](=O)[O-])cc1` gave DU-145 109.6, SK-OV-3 96.3, OVCAR-5 100.8, SF-268 97.2, U251 91.8, PC-3 92.4, OVCAR-8 98.5, OVCAR-3 103.2 and OVCAR-4 106.7.
`CCN1C(=S)N([C@H](C)c2ccccc2)[C@@H]2NC(=S)N[C@@H]21` gave DU-145 111.4, SK-OV-3 109.2, OVCAR-5 100.1, SF-268 100.7, U251 106.3, PC-3 102.5, OVCAR-8 111.2, OVCAR-3 108.9 and OVCAR-4 102.9.
For Nc1ncnc2c1c(C(F)(F)F)cn2[C@@H]1O[C@H](CO)[C@@H](O)[C@H]1O the results were DU-145 17.9, SK-OV-3 28.2, OVCAR-5 15.6, SF-268 7.4*, U251 3.7*, PC-3 12.1, OVCAR-8 18.1, OVCAR-3 5.8* and OVCAR-4 24.6.

Next part, overlapping the part above by three compounds.
`O=C(Oc1ccc([N+](=O)[O-])cc1)c1ccc([N+](=O)[O-])cc1` gave DU-145 109.6, SK-OV-3 96.3, OVCAR-5 100.8, SF-268 97.2, U251 91.8, PC-3 92.4, OVCAR-8 98.5, OVCAR-3 103.2 and OVCAR-4 106.7.
`CCN1C(=S)N([C@H](C)c2ccccc2)[C@@H]2NC(=S)N[C@@H]21` gave DU-145 111.4, SK-OV-3 109.2, OVCAR-5 100.1, SF-268 100.7, U251 106.3, PC-3 102.5, OVCAR-8 111.2, OVCAR-3 108.9 and OVCAR-4 102.9.
For Nc1ncnc2c1c(C(F)(F)F)cn2[C@@H]1O[C@H](CO)[C@@H](O)[C@H]1O the results were DU-145 17.9, SK-OV-3 28.2, OVCAR-5 15.6, SF-268 7.4*, U251 3.7*, PC-3 12.1, OVCAR-8 18.1, OVCAR-3 5.8* and OVCAR-4 24.6.
Cc1c([N+](=O)[O-])ccc2ccccc12 was read as DU-145 106.1, SK-OV-3 104.1, OVCAR-5 98.8, SF-268 104.2, U251 98.9, PC-3 99.7, OVCAR-8 99.0, OVCAR-3 110.3 and OVCAR-4 102.3.
Screening C=CCN1C(=O)c2cccc3c(/C=C/CN4C(=O)c5cccc6cccc(c56)C4=O)ccc(c23)C1=O returned DU-145 104.9, SK-OV-3 94.4, OVCAR-5 103.8, SF-268 88.1, U251 105.4, PC-3 92.3, OVCAR-8 88.3, OVCAR-3 109.7 and OVCAR-4 107.1.
`O=C(N/N=C/[C@@H]1C[C@H](CO)C2CCC[C@@H]21)c1ccncc1` (stereo not given in full) gave DU-145 115.7, SK-OV-3 96.5, OVCAR-5 102.1, SF-268 108.5, U251 96.9, PC-3 93.0, OVCAR-8 85.7, OVCAR-3 115.2 and OVCAR-4 103.7.
O=C(Cc1ccc2c(c1)CN(C1CCC(=O)NC1=O)C2=O)NCCc1ccccc1 (stereo not given) was read as DU-145 66.8, SK-OV-3 28.0, OVCAR-5 37.6, SF-268 31.3, U251 67.8, PC-3 11.9, OVCAR-8 4.3*, OVCAR-3 20.1 and OVCAR-4 10.6.
Screening COc1ccc(C(=O)c2cc3c(N)c(C(=O)Nc4ccc(Br)cc4)sc3nc2C)cc1 returned DU-145 79.5, SK-OV-3 62.1, OVCAR-5 88.0, SF-268 50.2, U251 58.7, PC-3 74.2, OVCAR-8 37.2, OVCAR-3 65.4 and OVCAR-4 0.8*.
`Cc1cc(C)n(-c2nc(-c3ccco3)c(C#N)c(=O)[nH]2)n1` gave DU-145 110.2, SK-OV-3 95.3, OVCAR-5 108.5, SF-268 83.2, U251 96.2, PC-3 92.6, OVCAR-8 100.8, OVCAR-3 90.1 and OVCAR-4 97.8.
